Bioassay records (PubChem)
PP1 counter = counter-screen for PP5 inhibitors: inhibitors of human PP1-alpha. P62136. purified PP1alpha, OMFP fluorescence. inhibition, % at 6.7 µM. 320,000 compounds, 0.9% hits. AID 2235;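 active = inhibition above the mean inhibition of all tested compounds plus 3 SD, computed separately for each screening campaign, cut at about 15% in these data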
Target sequence (P62136 whole entry, looked up): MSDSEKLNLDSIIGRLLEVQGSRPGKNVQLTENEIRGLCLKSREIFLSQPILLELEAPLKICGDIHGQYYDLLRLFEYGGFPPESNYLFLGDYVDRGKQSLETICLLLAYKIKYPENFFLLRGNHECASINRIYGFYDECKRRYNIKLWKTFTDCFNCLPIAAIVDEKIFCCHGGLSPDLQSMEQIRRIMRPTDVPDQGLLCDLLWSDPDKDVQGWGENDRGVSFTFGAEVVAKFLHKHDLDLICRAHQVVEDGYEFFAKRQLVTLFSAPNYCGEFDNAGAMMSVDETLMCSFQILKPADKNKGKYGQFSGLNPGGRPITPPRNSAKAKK
Efflux pump inh = inhibitors of Candida antifungal efflux pumps expressed in yeast; AID 485275; 330,000 compounds, 0.44% hits; inhibition, % at 10 µM; S. cerevisiae Candida pump triplex, Nile Red efflux;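 active = plate passing quality check with inhibition over a set limit, or well fluorescence over plate mean plus 4 SD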;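 note: Nile Red retained in pooled yeast measured as flow cytometry median fluorescence; 0% = buffer negative control and 100% = Enniatin B positive control; higher means more Nile Red kept so more efflux inhibition; some compounds called inactive have numbers as strong as hits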
Fh CTSL1 inh = blocks F. hepatica cathepsin L1 in PFM18AAP counter-screen. recombinant F. hepatica cathepsin L1, Z-Leu-Arg-MCA fluorescence. inhibition, % at 5.96 µM. 300,000 compounds, 0.49% hits. AID 1906;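 active = inhibition above the mean of all tested compounds plus 3 SD, set per screening campaign, cut at about 17% in these data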;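 note: 0% = plate median of test compound wells and 100% = 1 µM Z-Phe-Ala-diazomethylketone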
PP5 primary = PP5 (human) phosphatase inhibition; inhibition, % at 6.7 µM; 320,000 compounds, 0.18% hits; purified PP5c, OMFP substrate fluorescence;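 active = inhibition above the campaign's mean inhibition across all tested compounds plus 3 SD, cut at about 9.5% in these data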;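 note: 0% = DMSO only and 100% = 100 µM cantharidin control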
PREPL inh = human PREPL enzyme inhibition; recombinant PREPL, fluorescence polarization activity-based probe; AID 2751; Q4J6C6; 320,000 compounds, 0.68% hits; inhibition, % at 5.96 µM; in the data active = inhibition above about 43%;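 note: 0% = enzyme with DMSO and 100% = wells lacking enzyme; many of its hits are not listed in these tables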
Target sequence (Q4J6C6 whole entry, looked up): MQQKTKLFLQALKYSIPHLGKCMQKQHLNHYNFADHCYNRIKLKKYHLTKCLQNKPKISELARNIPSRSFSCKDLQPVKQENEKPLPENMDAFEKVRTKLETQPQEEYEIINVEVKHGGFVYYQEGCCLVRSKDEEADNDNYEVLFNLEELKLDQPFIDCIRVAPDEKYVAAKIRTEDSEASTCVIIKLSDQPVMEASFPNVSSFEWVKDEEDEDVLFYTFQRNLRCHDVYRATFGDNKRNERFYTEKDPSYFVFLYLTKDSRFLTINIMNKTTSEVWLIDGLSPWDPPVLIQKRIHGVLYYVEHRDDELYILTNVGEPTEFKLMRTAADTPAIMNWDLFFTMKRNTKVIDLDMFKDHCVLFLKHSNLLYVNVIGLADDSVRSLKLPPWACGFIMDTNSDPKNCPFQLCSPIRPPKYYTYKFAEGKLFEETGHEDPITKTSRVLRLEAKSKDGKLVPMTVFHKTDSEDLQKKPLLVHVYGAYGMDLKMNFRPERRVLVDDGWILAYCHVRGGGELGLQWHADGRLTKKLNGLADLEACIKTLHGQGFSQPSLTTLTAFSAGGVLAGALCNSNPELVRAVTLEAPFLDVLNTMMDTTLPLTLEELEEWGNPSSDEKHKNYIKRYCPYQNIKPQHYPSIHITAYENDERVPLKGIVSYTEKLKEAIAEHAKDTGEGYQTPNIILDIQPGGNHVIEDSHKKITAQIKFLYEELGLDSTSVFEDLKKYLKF
EBNA-1 inh = blocks EBNA-1 binding to DNA. EBNA-1 DNA binding, fluorescence polarization. inhibition, % at 14.8 µM. 300,000 compounds, 0.34% hits; in the data active = inhibition above about 28%
TPT1 inhibitor = blocks Candida albicans tRNA 2'-phosphotransferase | inhibition, % at 5 µM | AID 1962 | 300,000 compounds, 0.81% hits | recombinant caTPT1, FP RNA substrate dephosphorylation;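 active = inhibition above the mean of all tested compounds plus 3 SD, set per screening campaign, cut at about 24% in these data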;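 note: plate controls were DMSO alone for no effect and ferristatin control at 100 nM for full effect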
core dimer inh = blocks dimerization of HCV core protein; TR-FRET GST/Flag-core106 dimerization, 1536-well; inhibition, % at 5 µM; 300,000 compounds, 0.33% hits; AID 1899;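 active = inhibition above the mean of all tested compounds plus 3 SD, set per screening campaign, cut at about 45% in these data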
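System – GST-tagged and Flag-tagged HCV core protein residues 1-106 · Repeats – one well for each compound · Technique – TR-FRET 671 and 617 nm emission · Doses – one concentration, 5 µM, in 0.5% DMSO · Times – 4 h, 22.5 °C incubation · Also added – Eu donor and XL665 acceptor anti-tag antibodies · Measure – percent inhibition of core106 dimerization signal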
ZTA counter = ZTA (EBV) inhibition in EBNA-1 counter-screen; P03206; ZTA-DNA binding, fluorescence polarization; inhibition, % at 11 µM; 320,000 compounds, 0.15% hits; in the data active = inhibition above about 33%
Starred values were filed as active, the others as inactive; x = not tested or not shown. Not all compounds are listed, so the mix of outcomes need not match the whole.

Values run as follows: Fh CTSL1 inh | Efflux pump inh | core dimer inh | ZTA counter | EBNA-1 inh | PP5 primary | PP1 counter | TPT1 inhibitor | PREPL inh
Cc1cccc(NC(=O)CCN2CCC(C)CC2)c1
→ 0 | 0.0 | 4 | 6 | 0 | -0.5 | -9 | -2 | 19
COC(=O)COc1ccc(/C=N/NC(=O)CN(c2ccccc2OC)S(=O)(=O)c2ccccc2)cc1
→ 4 | 0.1 | 11 | 1 | 2 | 2.8 | -1 | -2 | -2
O=C(COc1ncnc2scc(-c3ccccc3)c12)NCCN1C(=O)CSC1=O
→ -1 | 0.0 | -3 | -9 | -1 | -1.4 | 0 | 2 | 8
COC(=O)Nc1nnc(Cc2ccc(OC)cc2)s1
→ -5 | 0.2 | -1 | 4 | -12 | -1.2 | -3 | -1 | -8
COc1ccc(C(=O)N/C(=C\c2cn(S(=O)(=O)N(C)C)c3ccccc23)C(=O)NCCCN2CCOCC2)cc1
→ 0 | -0.2 | -4 | 0 | 0 | -1.9 | 1 | -3 | -2
O=C(Nc1ccccc1C(=O)NCC1CCCO1)c1ccccc1 (centres undefined)
→ 3 | 0.2 | 1 | -14 | -8 | -0.2 | 1 | -1 | 4
CCC(CC)c1nnc(NC(=O)CS(=O)(=O)Cc2ccccc2)s1
→ -2 | -0.1 | -2 | -10 | 4 | 2.1 | 0 | 4 | -1
O=C(NCc1cccs1)C1CCCN1C(=O)Nc1ccccc1 (centres undefined)
→ -1 | 0.2 | 1 | 19 | 3 | 1.2 | -2 | 2 | 8
CC(C)CCC(CC(C)O)c1n[nH]c(=S)n1-c1ccccc1 (centres undefined)
→ -3 | -0.1 | 3 | -2 | 18 | -1.6 | -1 | 0 | -3
Cc1cc(=O)oc2cc(OC(C)C(=O)NCC3CCC(C(=O)O)CC3)ccc12 (centres undefined)
→ 1 | 0.1 | -9 | 13 | -4 | 0.2 | 2 | 3 | 6
CC/C=C/C(=O)N1CC2(CC(c3cccc(NC(=O)COc4ccc(Cl)cc4)c3)=NO2)C[C@H]1C(N)=O (some centres undefined)
→ 1 | -0.1 | -3 | 2 | 4 | 3.8 | -4 | 2 | 20
COCCNC(=O)Cn1c(=O)n(CCCCCC(=O)Nc2ccccc2)c(=O)c2sccc21
→ -1 | 0.1 | 2 | 0 | -14 | 3.2 | -3 | 4 | 7
CC(C)(CCl)C(=O)Nc1ccc(OC(F)(F)F)cc1
→ -5 | 0.1 | -4 | 6 | 3 | 1.3 | -5 | -6 | -7
O=C1C=CC(=O)N1CCCCCCN1C(=O)C=CC1=O
→ 1 | 0.1 | 2 | -13 | 2 | 7.1 | -4 | -2 | -9
COc1ccccc1-n1cnnc1SCC(=O)Nc1cccnc1Cl
→ 0 | 0.0 | -16 | -4 | 8 | 0.8 | -1 | -2 | 14
CCC1(C(=O)OC)NC(c2ccccc2OC)C2C(=O)N(C)C(=O)C21 (centres undefined)
→ -2 | 0.0 | 8 | 26 | 2 | 2.1 | -2 | -4 | 14
COc1cc(C=O)ccc1OCC(=O)Nc1ccc2c(c1)OCO2
→ -2 | 0.0 | 18 | 17 | -3 | 1.8 | 2 | -6 | 2
CCOc1ccc(Cn2nnc(C(=O)NCc3ccc(OC)cc3)c2N)cc1
→ 1 | 0.1 | -1 | 7 | -1 | 0.6 | 0 | -3 | 0
COc1ccc(C(=S)NC2CCCCC2)cc1
→ 1 | -0.1 | -3 | -9 | 4 | 2.2 | -3 | -5 | 6
CCOc1ccc2c(C)cc(=O)oc2c1OCC
→ 1 | 0.0 | 4 | 8 | 2 | 3.2 | -1 | 0 | -4
Cc1ccc(C)c(NS(=O)(=O)c2cc(C(=O)NCc3ccccn3)ccc2C)c1
→ -2 | -0.1 | 12 | 8 | 13 | 2.8 | 2 | -5 | -2
CCOC(=O)CCCCC(=O)c1[nH]c(=O)[nH]c1CSc1nc(C)cc(=O)[nH]1
→ 0 | 0.0 | -5 | -2 | 6 | 1.3 | -2 | -2 | 6
Cc1ccccc1OCC(=O)Nc1sc(C(=O)Nc2cccc(C)c2C)c(C)c1C#N
→ 3 | 0.3 | 26 | -9 | -8 | -0.8 | -2 | -2 | 4
COc1ccc(OCc2cc(C(=O)NCC(C)Oc3cccnc3)no2)c(Cl)c1 (centres undefined)
→ 0 | -0.2 | 9 | -5 | -1 | 3.8 | -1 | 3 | -18
COC(=O)c1ccc(C2C(Oc3ccccc3)C(=O)N2CCc2ccc(F)cc2)cc1 (centres undefined)
→ 6 | 0.2 | 5 | -7 | 0 | 4.9 | 2 | 0 | -25
O=C(CNC(=O)c1cccs1)OCC(=O)c1ccccc1
→ -19 | 0.0 | 3 | 4 | 5 | 0.4 | -6 | 2 | -1
COc1ccc2c(c1)c1nc3ccccc3nc1n2Cc1ccc(OC)c(OC)c1
→ -1 | 0.1 | -4 | 3 | 0 | -1.4 | -1 | 2 | 13
O=C(CC12CC3CC(CC(Br)(C3)C1)C2)Nc1nncs1
→ -3 | -0.3 | 6 | 4 | -2 | 2.0 | -3 | -2 | -12
CC(NC(=O)c1ccc(N(C)C)cc1)C(c1cccs1)N1CCN(C)CC1 (centres undefined)
→ 3 | 0.0 | 2 | -6 | 11 | 0.9 | -2 | 0 | 18
CN1CCN(c2ccc(C(=O)NC3CCCCC3)cc2[N+](=O)[O-])CC1
→ 0 | -0.1 | -2 | 3 | 2 | -2.1 | -2 | -2 | 8

Among those listed so far, these have two or more sulfur atoms.
Values run as follows: Fh CTSL1 inh | Efflux pump inh | core dimer inh | ZTA counter | EBNA-1 inh | PP5 primary | PP1 counter | TPT1 inhibitor | PREPL inh
O=C(COc1ncnc2scc(-c3ccccc3)c12)NCCN1C(=O)CSC1=O
→ -1 | 0.0 | -3 | -9 | -1 | -1.4 | 0 | 2 | 8
CCC(CC)c1nnc(NC(=O)CS(=O)(=O)Cc2ccccc2)s1
→ -2 | -0.1 | -2 | -10 | 4 | 2.1 | 0 | 4 | -1

Later entries
Values run as follows: Fh CTSL1 inh | Efflux pump inh | core dimer inh | ZTA counter | EBNA-1 inh | PP5 primary | PP1 counter | TPT1 inhibitor | PREPL inh
Cc1c2ccccc2nc2ccccc12
→ 1 | 0.0 | -8 | 14 | -2 | -1.8 | 1 | -1 | -3
Cc1ccc(C(=O)CCC(=O)N2CCN(c3ccc(F)cc3)CC2)cc1
→ -3 | 0.0 | 2 | -15 | 0 | 1.9 | 1 | -4 | -25
Cc1csc(NC(=O)CSC2=NS(=O)(=O)c3ccccc3N2)n1
→ 0 | 0.0 | 0 | -19 | -1 | -2.7 | -9 | -3 | -2
O=C(CCc1ccccc1)c1ccc2c(c1)OCCCO2
→ 0 | 0.0 | 0 | -5 | 3 | -0.1 | -1 | -3 | -8
CN(C(=O)COC(=O)c1ccc([N+](=O)[O-])cc1N)c1ccccc1
→ -9 | 0.1 | 0 | 3 | -5 | 0.1 | -7 | 84* | 6
COc1cc(C(=O)OC(C)CN2C(C)CCCC2C)cc(OC)c1OC (centres undefined)
→ -6 | -0.2 | 5 | 3 | 5 | 0.3 | 4 | -1 | 3
CCCCN(C(=O)/C=C/c1ccc(OC)cc1)C1CCS(=O)(=O)C1 (centres undefined)
→ 4 | 0.4 | 3 | 1 | -11 | -0.1 | 1 | -3 | 17
O=C(COc1ccc2ccc(=O)oc2c1)Nc1ccc(N2CCCCC2)cc1
→ x | 0.0 | x | 2 | x | 2.4 | 2 | x | 41
CC(=O)c1ccc(OC(=O)CCN2c3ccccc3Sc3ccccc32)cc1
→ 0 | 0.0 | 12 | 6 | 5 | 4.5 | 4 | 4 | 5
Cc1cc2c(s1)CCCCC(=O)N2
→ 6 | 0.0 | -2 | -14 | 5 | -6.8 | -9 | -7 | 11
COC(=O)C1=CO[C@@H](OC2OC(CO)C(O)C(O)C2O)[C@@H]2C(CO)=CC[C@H]12 (some centres undefined)
→ -1 | -0.1 | -2 | 7 | -1 | 2.4 | -3 | -2 | -5
Nc1nnc(SCc2c(F)cccc2Cl)s1
→ -1 | -0.2 | -1 | 7 | 14 | 0.7 | -1 | -4 | 7
COc1ccc(OC)c(NC(=O)Cn2nc(C)c3ccccc3c2=O)c1
→ 3 | -0.1 | -11 | -7 | -8 | 2.8 | 0 | -1 | 11
COC(=O)C(NC(=O)CCC(=O)N[C@@H](C(=O)OC)c1ccccc1)c1ccccc1 (some centres undefined)
→ -4 | 0.1 | -6 | -1 | 12 | -4.4 | 1 | 1 | 13
COc1ccc(Cl)cc1C(=O)NC1=NCCS1
→ -1 | 0.3 | -4 | 12 | -2 | -4.8 | 0 | 1 | 4
Nc1nc(CN2CCc3ccccc3C2)nc(Nc2ccccc2)n1
→ 0 | -0.1 | -3 | -3 | 18 | 3.2 | 2 | 2 | 24
Nc1cc(=O)[nH]c(=S)n1-c1ccccc1
→ 0 | 0.1 | -2 | -3 | -15 | 1.2 | 2 | 3 | 5
COc1ccccc1NC(=O)CCSc1nnc(-c2ccc(O)cc2)o1
→ 1 | -0.1 | 4 | 9 | 2 | -0.5 | -2 | 0 | -4
COc1cc(NC(=O)c2ccc(C)cc2)ccc1NC(=O)c1cc2ccccc2o1
→ -7 | -0.1 | 5 | 4 | -12 | 3.4 | 1 | 2 | 8
Cc1ccc(OCC(=O)Nc2ccc3c(c2)OC(F)(F)O3)c([N+](=O)[O-])n1
→ -7 | 3.2 | -12 | 4 | -16 | 0.3 | -7 | 1 | 2
CCOC(=O)c1sc(NC(=O)c2ccco2)nc1-c1ccccc1
→ 3 | -0.2 | -36 | 14 | 15 | -0.4 | -3 | -3 | -10
CCOC(=O)C1CCCN(C(=O)c2cc(-c3ccccc3)nc3ccccc23)C1 (centres undefined)
→ -1 | 0.0 | 7 | 1 | -3 | 6.8 | -3 | 0 | -11
CCCCn1c(=N)n(CC(=O)C(C)(C)C)c2ccccc21
→ -5 | -0.1 | -2 | -9 | 2 | 2.1 | -5 | -2 | 12
O=C(O)C1CC=CCC1C(=O)NCCc1csc(-c2ccccc2)n1 (centres undefined)
→ -2 | 0.0 | 16 | -14 | 8 | 4.5 | -4 | -3 | 10
COCCNC(=O)c1cc2cc3ccc(OC)cc3nc2o1
→ 5 | -0.1 | -1 | -11 | -23 | 2.1 | 3 | -5 | -1
Cc1cc(C)cc(C(=O)NC(CC(N)=O)c2ccc(NC3CCCC3)c([N+](=O)[O-])c2)c1 (centres undefined)
→ 4 | -0.2 | 8 | 4 | -3 | 1.3 | 4 | 6 | -1
CSc1cccc(NC(=O)COC(=O)c2ccccn2)c1
→ x | 0.0 | x | -13 | x | 1.2 | -3 | x | 0
CCCCn1nnnc1NCc1cccs1
→ -1 | 0.0 | -1 | 4 | 6 | 2.6 | -3 | 0 | 17
O=C(Nc1ccc(Cl)cc1)N(Cc1nnc2n1CCCCC2)c1ccccc1
→ -1 | 0.0 | -2 | 0 | -10 | 2.9 | -3 | 2 | -1

An excerpt of these results, in CSV form.
structure,Fh CTSL1 inh,Efflux pump inh,core dimer inh,ZTA counter,EBNA-1 inh,PP5 primary,PP1 counter,TPT1 inhibitor,PREPL inh
O=C(O)C1CC=CCC1C(=O)NCCc1csc(-c2ccccc2)n1 (centres undefined),-2,0.0,16,-14,8,4.5,-4,-3,10
COCCNC(=O)c1cc2cc3ccc(OC)cc3nc2o1,5,-0.1,-1,-11,-23,2.1,3,-5,-1
Cc1cc(C)cc(C(=O)NC(CC(N)=O)c2ccc(NC3CCCC3)c([N+](=O)[O-])c2)c1 (centres undefined),4,-0.2,8,4,-3,1.3,4,6,-1
CSc1cccc(NC(=O)COC(=O)c2ccccn2)c1,x,0.0,x,-13,x,1.2,-3,x,0
